High-throughput results as filed in PubChem.
Myeloid diff 2: induction of myeloid progenitor differentiation, primary screen, cell-based, flow cytometry, MLPCN library | ER-HoxA9 myeloid progenitors, lysozyme-GFP differentiation | calls only at 10 µM | 360,000 tested, 1% active | AID 624256, 2012;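 active = normalized GFP-positive differentiation at or above the plate's own cutoff, the solvent-only control mean plus 3 SD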;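 note: cells exposed to compound for four days before flow analysis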
T cell HTS: modulators of CD8 T cell-vesicle binding, primary screen, mouse 2C CD8+ T cells, flow cytometry; 2C CD8+ T cell-vesicle binding; hits give low values; calls only at 7 µM; 330,000 tested, 0.068% active;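 active = response, share of CD8 T cells binding vesicles, and their 90th percentile fluorescence all below set limits, cut at about 80% in these data, passing the limit was not always enough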
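Also added: QL9-peptide-loaded Drosophila micro-vesicles bearing Ld, ICAM-1 and B7-1; Test system: purified 2C TCR transgenic mouse naive CD8+ T cells; Measured by: cytometric PE anti-B7-1 and Alexa647 anti-CD8 signals after 1% paraformaldehyde fixation; Timing: binding step 1.5 h, 37 °C, antibody labelling 20 min, ice.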
b-catenin transl: modulators of beta-catenin nuclear translocation, primary screen, imaging, HeLa cells, immunofluorescence, high-content; 190,000 tested, 0.3% active; nuclear translocation activity, % at 5 µM;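 active = nuclear translocation activity above 50% at 5 µM, with a well cell count of 50 or more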;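 note: per-cell ratio of nuclear to cytoplasmic median beta-catenin stain intensity; plate controls were DMSO negative control for no effect and GSK-3 inhibitor IX positive control for full effect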
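Test system: HeLa cells, endogenous beta-catenin; Compound: single 5 µM dose plus 0.02–20 µM confirmation series; Times: compound exposure 24 h at 37°C; Signal: fluorescence imaging of beta-catenin antibody stain plus DAPI; Read-out: % activation, nuclear-to-cytoplasmic median beta-catenin signal ratio per cell.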
West Nile antiviral: West Nile virus antiviral activity, cell-based, CPE readout (AID 1621). West Nile virus-infected cells, CPE inhibition; higher % means a stronger effect. 290,000 tested, 0.02% active. CPE inhibition, % at 10 µM, or IC50 in µM where a hit was titrated; in the data active = a potency from the dose series; note: strong numbers were not always called active
WT yeast gro inh: growth inhibition of WT strain, primary screen, mitochondrial fusion inhibitor project, WT and mutant strains, chemical genetic; mitochondrial fusion phenotypic screen; inhibition, % at 10 µM; 190,000 tested, 2.1% active; AID 1362, 2008; in the data active = inhibition above about 58%; tested in S. cerevisiae
MT stabilizer: microtubule stabilizers in HeLa cells, primary screen, imaging, high-content imaging; HeLa tubulin immunostaining HCS, 24 h; share of cells brighter than vehicle mean+2SD; AID 2205, 2009; % tubulin-high responders, % at 10 µM; 200,000 tested, 0.83% active;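 active = plate Z-score above 3 for both tubulin-high and condensed-nucleus cell shares, with cell loss under 80%, at 10 µM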;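 note: anti alpha tubulin signal scored within the nucleus-defined area of each cell; some results filed as inactive read as strong as hits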
Ins promoter up: insulin promoter activators in MIN6 cells, imaging, high-content screening, mouse beta cells; MIN6 insulin promoter-GFP reporter; hits give high values; 190,000 tested, 0.3% active; AID 1625, 2009; z-score at 5 µM;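 active = z-score above 3 at 5 µM with at least 500 cells counted in the well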
Autophagy HCS: autophagy modulators in MEF cells, primary screen, imaging, high-content, MEF GFP-LC3. MEF GFP-LC3 puncta imaging; test concentration mostly 10 µM. calls only at 10 µM (by protocol). 190,000 tested, 0.98% active. AID 463193, 2010;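 active = percentage of spot-positive cells more than 3 SD above its plate mean, without a fluorescence outlier flag or 80% toxicity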;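 note: spot-positive cell cutoff set from DMSO-treated cells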
Hep lipid drop: inhibitors of hepatocyte lipid droplet formation, primary screen, imaging, high-throughput imaging, BODIPY stain; inhibition, % at 6.5 µM; 240,000 tested, 0.4% active; AML12 mouse hepatocytes, oleate lipid droplets; AID 1656, 2009;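 active = lipid droplet intensity inhibited by at least 50%, with more than 500 cells counted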
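Assay system: AML12 mouse liver cells | Compound: 6.5 µM single-point dosing | Schedule: Overnight exposure | Technique: Fluorescence imaging, 20x objective, two fields per well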
WT yeast gro inh mutant strain: second read-out of WT yeast gro inh, no call of its own (marks repeat the call); inhibition, %; mitochondrial fusion phenotypic screen, mutant strain inhibition
Ins promoter up cell count: further read-out of Ins promoter up, marked with its call; cell count; measured here: cytotoxicity, nuclei count;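 total cells summed across four imaged fields per well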
Hep lipid drop cells 6.5 µM: recorded beside Hep lipid drop, whose call it bears; cell count; measured here: cell count, cytotoxicity flag;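 cells counted across two imaged fields per well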
b-catenin transl cell count 5 µM: recorded beside b-catenin transl, whose call it bears; cell count; measured here: cell count, cytotoxicity flag
T cell HTS vesicle-bound %: also measured in T cell HTS; calls as there; double positive events, %; measured here: CD8+ vesicle-bound cell fraction;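 binding gate set so that unloaded-vesicle control wells show 10% double positive cells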
MT stabilizer Hoechst-high %: second read-out of MT stabilizer, no call of its own (marks repeat the call); % Hoechst-high responders; measured here: nuclear condensation Hoechst responders;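 share of cells brighter than vehicle mean plus two SD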
MT stabilizer cytotoxicity %: further read-out of MT stabilizer, marked with its call; toxicity, %; measured here: cytotoxicity by cell density;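 0% = mean cell density of plate MIN control wells and 100% = no cells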
Autophagy HCS cell loss 18 h: recorded beside Autophagy HCS, whose call it bears; toxicity, %; measured here: cell loss, nuclei count;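 cell loss after 18 h compound exposure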
Myeloid diff 2 GFP+ MAC1+ %: also measured in Myeloid diff 2; calls as there; GFP+ MAC1+ double positive, %; measured here: differentiation confirmed by MAC1 staining
Active calls of the source: *.

Cc1cc(-c2nn(-c3ccccc3F)cc2CN2CCCC(O)C2)c(C)s1 (stereo not drawn) was read as Myeloid diff 2 inactive, T cell HTS inactive, b-catenin transl 4.6, West Nile antiviral 0.0%, WT yeast gro inh 4.0, MT stabilizer 2.0, Ins promoter up -0.55, Autophagy HCS inactive, Hep lipid drop -1.8, WT yeast gro inh mutant strain 6.0, Ins promoter up cell count 1340, Hep lipid drop cells 6.5 µM 722, b-catenin transl cell count 5 µM 877, T cell HTS vesicle-bound % 27.4, MT stabilizer Hoechst-high % 2.6, MT stabilizer cytotoxicity % 4.1, Autophagy HCS cell loss 18 h -24.2 and Myeloid diff 2 GFP+ MAC1+ % 0.3.
For O=C(CNC(=O)c1cccs1)c1ccc([N+](=O)[O-])cc1 the results were Myeloid diff 2 inactive, T cell HTS inactive, b-catenin transl -2.4, West Nile antiviral 0.4%, WT yeast gro inh -8.8, MT stabilizer 3.4, Ins promoter up -0.21, Autophagy HCS inactive, Hep lipid drop 4.3, WT yeast gro inh mutant strain -4.9, Ins promoter up cell count 1301, Hep lipid drop cells 6.5 µM 586, b-catenin transl cell count 5 µM 520, T cell HTS vesicle-bound % 42.2, MT stabilizer Hoechst-high % 2.4, MT stabilizer cytotoxicity % 3.7, Autophagy HCS cell loss 18 h 4.0 and Myeloid diff 2 GFP+ MAC1+ % 0.3.
For COc1nc(/C=C/N(C)C)c([N+](=O)[O-])c(OC)n1 the results were Myeloid diff 2 inactive, T cell HTS inactive, b-catenin transl -3.2, West Nile antiviral -0.5%, Ins promoter up 0.01, Hep lipid drop -1.9, Ins promoter up cell count 1400, Hep lipid drop cells 6.5 µM 699, b-catenin transl cell count 5 µM 1123, T cell HTS vesicle-bound % 22.6 and Myeloid diff 2 GFP+ MAC1+ % 0.4.
Screening CCC1S/C(=C(\C#N)C(=O)NCc2ccco2)N(c2ccc(Br)cc2)C1=O (stereo not drawn) returned Myeloid diff 2 inactive, T cell HTS inactive, b-catenin transl -2.6, West Nile antiviral 0.2%, WT yeast gro inh -15.2, MT stabilizer 1.6, Ins promoter up -1.14, Autophagy HCS inactive, Hep lipid drop -0.6, WT yeast gro inh mutant strain 7.8, Ins promoter up cell count 1328, Hep lipid drop cells 6.5 µM 745, b-catenin transl cell count 5 µM 1232, T cell HTS vesicle-bound % 34.1, MT stabilizer Hoechst-high % 1.5, MT stabilizer cytotoxicity % 8.9, Autophagy HCS cell loss 18 h 0.8 and Myeloid diff 2 GFP+ MAC1+ % 0.7.
CC(=O)Nc1ccc(S(=O)(=O)N2c3ccccc3C(C)=CC2(C)C)cc1 was read as T cell HTS inactive, b-catenin transl 81.2*, West Nile antiviral -1.2%, WT yeast gro inh -9.6, MT stabilizer 8.6*, Ins promoter up -0.85, Autophagy HCS active, Hep lipid drop -123.8, WT yeast gro inh mutant strain -10.1, Ins promoter up cell count 620, Hep lipid drop cells 6.5 µM 498, b-catenin transl cell count 5 µM 220*, T cell HTS vesicle-bound % 38.0, MT stabilizer Hoechst-high % 38.4*, MT stabilizer cytotoxicity % 48.3* and Autophagy HCS cell loss 18 h 32.7*.
Screening Cc1ccc(C)c(NC(=S)NNC(=O)c2ccco2)c1 returned Myeloid diff 2 inactive, T cell HTS inactive, b-catenin transl 0.4, West Nile antiviral 0.2%, WT yeast gro inh -6.1, MT stabilizer 2.8, Autophagy HCS inactive, Hep lipid drop -0.8, WT yeast gro inh mutant strain 5.6, Hep lipid drop cells 6.5 µM 667, b-catenin transl cell count 5 µM 1022, T cell HTS vesicle-bound % 49.9, MT stabilizer Hoechst-high % 1.8, MT stabilizer cytotoxicity % 3.2, Autophagy HCS cell loss 18 h -12.3 and Myeloid diff 2 GFP+ MAC1+ % 1.2.
`Cc1cc(F)ccc1S(=O)(=O)Nc1ccccc1C(=O)Nc1ccccc1-c1nc2ccccc2[nH]1` gave Myeloid diff 2 inactive, T cell HTS inactive, b-catenin transl 1.5, West Nile antiviral 1.4%, WT yeast gro inh -15.6, MT stabilizer 2.9, Ins promoter up 0.71, Autophagy HCS inactive, Hep lipid drop 4.7, WT yeast gro inh mutant strain -2.6, Ins promoter up cell count 1239, Hep lipid drop cells 6.5 µM 599, b-catenin transl cell count 5 µM 922, T cell HTS vesicle-bound % 4.7, MT stabilizer Hoechst-high % 1.8, MT stabilizer cytotoxicity % 8.0, Autophagy HCS cell loss 18 h -2.6 and Myeloid diff 2 GFP+ MAC1+ % 0.7.
Screening Cc1ccc(-c2c(C(=O)N/N=C/c3ccsc3)nnn2-c2nonc2N)cc1 returned Myeloid diff 2 inactive, T cell HTS inactive, West Nile antiviral -0.3%, Hep lipid drop 7.5, Hep lipid drop cells 6.5 µM 756, T cell HTS vesicle-bound % 48.3 and Myeloid diff 2 GFP+ MAC1+ % 1.1.
Screening COc1cc2c(cc1NC(=O)c1cc(-c3ccncc3)nc3ccc(C)cc13)oc1ccccc12 returned Myeloid diff 2 inactive, T cell HTS inactive, b-catenin transl 1.2, West Nile antiviral 3.3%, WT yeast gro inh 14.1, MT stabilizer 13.5, Ins promoter up -0.41, Autophagy HCS inactive, Hep lipid drop -4.8, WT yeast gro inh mutant strain 10.1, Ins promoter up cell count 1664, Hep lipid drop cells 6.5 µM 599, b-catenin transl cell count 5 µM 1081, T cell HTS vesicle-bound % 34.1, MT stabilizer Hoechst-high % 2.6, MT stabilizer cytotoxicity % 4.4, Autophagy HCS cell loss 18 h 10.2 and Myeloid diff 2 GFP+ MAC1+ % 0.9.
Screening Cc1c(Cl)cccc1NC(=S)NN1CCOCC1 returned Myeloid diff 2 inactive, T cell HTS inactive, b-catenin transl -15.9, West Nile antiviral 0.3%, WT yeast gro inh -24.8, MT stabilizer 2.4, Autophagy HCS inactive, Hep lipid drop -9.3, WT yeast gro inh mutant strain -19.5, Hep lipid drop cells 6.5 µM 721, b-catenin transl cell count 5 µM 1181, T cell HTS vesicle-bound % 44.8, MT stabilizer Hoechst-high % 1.2, MT stabilizer cytotoxicity % 7.0, Autophagy HCS cell loss 18 h 0.3 and Myeloid diff 2 GFP+ MAC1+ % 0.4.
Screening CN(C)C(=O)c1c(NC(=O)c2ccco2)sc2c1CCCCC2 returned Myeloid diff 2 inactive, T cell HTS inactive, b-catenin transl -0.4, West Nile antiviral 0.0%, WT yeast gro inh -12.8, MT stabilizer 3.6, Ins promoter up 0.27, Autophagy HCS inactive, Hep lipid drop -2.4, WT yeast gro inh mutant strain 5.8, Ins promoter up cell count 1082, Hep lipid drop cells 6.5 µM 738, b-catenin transl cell count 5 µM 1045, T cell HTS vesicle-bound % 37.5, MT stabilizer Hoechst-high % 2.2, MT stabilizer cytotoxicity % 5.7, Autophagy HCS cell loss 18 h -4.9 and Myeloid diff 2 GFP+ MAC1+ % 0.7.
Screening CCc1nc(SCc2ccc(F)cc2)[nH]c(=O)c1C#N returned Myeloid diff 2 inactive, T cell HTS inactive, b-catenin transl -1.6, West Nile antiviral 1.1%, WT yeast gro inh -11.3, MT stabilizer 3.1, Autophagy HCS inactive, Hep lipid drop 21.9, WT yeast gro inh mutant strain 9.7, Hep lipid drop cells 6.5 µM 752, b-catenin transl cell count 5 µM 527, T cell HTS vesicle-bound % 54.6, MT stabilizer Hoechst-high % 2.6, MT stabilizer cytotoxicity % 8.5, Autophagy HCS cell loss 18 h 4.7 and Myeloid diff 2 GFP+ MAC1+ % 0.5.
For C(=N\N1CCN(C(c2ccccc2)c2ccccc2)CC1)/c1ccc2c(c1)OCO2 the results were Myeloid diff 2 inactive, T cell HTS inactive, b-catenin transl -1.2, West Nile antiviral -1.8%, WT yeast gro inh 50.9, MT stabilizer 2.6, Ins promoter up -0.33, Autophagy HCS inactive, Hep lipid drop 8.3, WT yeast gro inh mutant strain 9.1, Ins promoter up cell count 1405, Hep lipid drop cells 6.5 µM 697, b-catenin transl cell count 5 µM 1066, T cell HTS vesicle-bound % 20.0, MT stabilizer Hoechst-high % 1.6, MT stabilizer cytotoxicity % 5.9, Autophagy HCS cell loss 18 h -2.3 and Myeloid diff 2 GFP+ MAC1+ % 0.1.
`COC1=C(Nc2ccc(C)cc2)C(=O)c2ccccc2C1=O` gave Myeloid diff 2 inactive, T cell HTS inactive, b-catenin transl 1.6, West Nile antiviral -1.3%, WT yeast gro inh 16.1, MT stabilizer 6.1, Ins promoter up -0.08, Autophagy HCS inactive, Hep lipid drop 0.9, WT yeast gro inh mutant strain 8.7, Ins promoter up cell count 1202, Hep lipid drop cells 6.5 µM 617, b-catenin transl cell count 5 µM 529, T cell HTS vesicle-bound % 46.2, MT stabilizer Hoechst-high % 2.0, MT stabilizer cytotoxicity % 11.6, Autophagy HCS cell loss 18 h 1.7 and Myeloid diff 2 GFP+ MAC1+ % 0.5.
